Bioassay records (PubChem)
ERa coact pot: enhancers of ERα–SRC-1 coactivator binding, primary screen, biochemical, TR-FRET, ERα LBD, low estradiol; Estrogen receptor (Homo sapiens), P03372; TR-FRET ERalpha-LBD/SRC-Cy5 coactivator binding, 2 h; 100 = basal binding, no effect; coactivator binding (% of control), % at 25.6 µM; hit rate 1.3% among 86,000; in the data active means activity above about 200%;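 further: binding measured in presence of low estradiol as agonist stimulus; 0% = peptide alone without receptor and 100% = receptor with peptide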
HIV Rev-RRE inh: HIV-1 Rev-RRE binding inhibitors, primary screen, biochemical, FRET, protein-RNA interaction; AID 704, 2007; hit rate 0.79% among 97,000; inhibition, % at 8 µM; Rev peptide-RRE RNA binding; P05866;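 active means inhibition above the screen-wide mean plus 3 SD, cut at about 35% in these data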;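 further: 0% = median DMSO wells and 100% = median Neomycin B control wells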
Target sequence (P05866 whole entry, looked up): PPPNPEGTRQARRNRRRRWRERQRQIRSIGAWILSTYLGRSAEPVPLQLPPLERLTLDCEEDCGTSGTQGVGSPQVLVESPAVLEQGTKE
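Assay system: labelled RRE RNA duplex and labelled Rev peptide / Medium: HEPES pH 7.5 salt buffer with EDTA / Reagent: labelled Rev peptide / Schedule: 5 + 15 min at 25 °C / Signal: FRET, excitation 480 nm, emission 540 nm donor and 671 nm acceptor / Benchmarks: DMSO and neomycin B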
ERb coact inh: inhibitors of ERβ-SRC1 coactivator interaction, primary screen, biochemical, TR-FRET, ERβ LBD, SRC-1 peptide; hit rate 1.3% among 86,000; inhibition, % at 25.6 µM; TR-FRET ER-beta LBD / SRC1-Cy5 peptide binding; receptor agonist-loaded with 1 µM estradiol; AID 633, 2007;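 active means compounds whose percent inhibition of the receptor-coactivator binding signal exceeds about 50% in the single-dose screen, limit read from the data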;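 further: 0% = receptor plus peptide wells without compound and 100% = peptide-only wells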
FAK inh: FAK kinase inhibitors, primary screen, biochemical. Focal adhesion kinase 1 (Homo sapiens), Q05397. biochemical FAK kinase activity assay. inhibition, %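 (tested at 7 µM)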. hit rate 0.84% among 97,000. AID 727, 2007; in the data active means inhibition above about 19%;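 further: 0% = DMSO and 100% = reference compound high control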
Mac1 fbg enh: enhancers of CD11b/CD18 adhesion to fibrinogen, primary screen, K562 cells, luminescence; Integrin beta-2 (Homo sapiens) + Integrin alpha-M (Homo sapiens), P05107+P11215; ATPlite luminescence; activation, % at 10 µM; hit rate 0.07% among 93,000;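 active means 10 µM primary screen giving 50% or more activity, confirmed by 40% or more on retest at that dose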; further: strong numbers were not always called active
PLK1 kinase inh: human PLK1 kinase inhibitors, primary screen, biochemical, TR-FRET | recombinant PLK1 kinase, TR-FRET peptide phosphorylation | inhibition, % at 10 µM | hit rate 0.53% among 97,000;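 active means inhibition of 50% or more in the single-concentration screen; inactive means inhibition below 50%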;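 further: 0% = DMSO max control and 100% = H-89 dihydrochloride min control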
Target sequence (P53350 whole entry, looked up): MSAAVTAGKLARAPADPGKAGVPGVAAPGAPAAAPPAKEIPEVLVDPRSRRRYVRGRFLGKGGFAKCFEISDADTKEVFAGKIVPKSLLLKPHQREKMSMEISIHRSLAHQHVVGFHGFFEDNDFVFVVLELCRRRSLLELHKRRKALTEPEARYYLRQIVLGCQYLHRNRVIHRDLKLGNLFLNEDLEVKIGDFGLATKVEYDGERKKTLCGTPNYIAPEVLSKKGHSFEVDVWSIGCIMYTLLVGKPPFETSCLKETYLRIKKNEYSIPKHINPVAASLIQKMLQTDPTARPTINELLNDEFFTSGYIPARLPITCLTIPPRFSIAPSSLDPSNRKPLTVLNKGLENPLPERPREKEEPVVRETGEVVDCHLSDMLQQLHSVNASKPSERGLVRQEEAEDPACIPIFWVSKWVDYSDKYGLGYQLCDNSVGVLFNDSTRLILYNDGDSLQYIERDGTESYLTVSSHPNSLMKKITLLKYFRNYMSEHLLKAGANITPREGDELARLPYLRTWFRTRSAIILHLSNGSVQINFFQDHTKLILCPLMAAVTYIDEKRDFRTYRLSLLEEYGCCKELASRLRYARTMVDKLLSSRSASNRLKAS
ERa coact inh: ERα–SRC-1 coactivator interaction inhibitors, primary screen, biochemical, TR-FRET, ERα LBD, estradiol-bound | TR-FRET ER-alpha LBD / SRC-1 peptide | inhibition, % at 25.6 µM | hit rate 1.7% among 86,000 | AID 629, 2007; in the data active means inhibition above about 50%;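 further: 0% = receptor plus peptide control and 100% = peptide only without receptor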
PLK1 PBD inh: Plk1 polo box domain binding inhibitors, primary screen, biochemical, fluorescence polarization | Serine/threonine-protein kinase PLK1 (Homo sapiens), P53350 | hit rate 0.13% among 97,000 | Plk1 PBD phosphopeptide binding | AID 693, 2007 | inhibition, %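 (tested at about 20 µM)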; in the data active means inhibition above about 34%, passing the limit was not always enough
Mac1 fbg inh: inhibitors of CD11b/CD18 adhesion to fibrinogen, primary screen, K562 cells, luminescence; Integrin beta-2 (Homo sapiens) + Integrin alpha-M (Homo sapiens), P05107+P11215; ATPlite luminescence; Mn2+ added to activate the integrin; inhibition, % at 10 µM; hit rate 0.54% among 93,000; AID 1497, 2009;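 active means primary inhibition of 50% or more at 10 µM, then 40% or more on retest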; further: some results filed as inactive read as strong as hits
Active calls of the source: *; . = no result given; [ ] = remark or other dose. Compounds as they come, and some 4.7% of all compounds hit somewhere here.

molecule	ERb coact inh	ERa coact pot	HIV Rev-RRE inh	Mac1 fbg inh	FAK inh	ERa coact inh	PLK1 kinase inh	Mac1 fbg enh	PLK1 PBD inh
Cc1nn(-c2ccccc2)c2c1C1(C(=O)Nc3ccccc31)N1C(=N2)Sc2ccccc21 (stereo not drawn)	3	107	10	-20	-2	-5	-6	0	-4
Cc1nc2cc(NC(=O)COc3ccc(C#N)cc3)ccc2n1-c1ccccc1	-12	115	5	-3	5	-25[fluorescence artefact?]	-18	-4	-7
O=C(COc1ccc(Cl)cc1)Nc1ccc2oc(-c3ccncc3)nc2c1	21[fluorescence artefact?]	199	-3	-25	5	12	-11	26	-6
CN(C)c1nccc(N(Cc2ccccc2)Cc2ccccc2)c1C#N	-7	94	3	0	0	-3	-7	1	-17
COc1ccc(Oc2nc(SC)nc3ccccc23)cc1	.	.	14	-2	7	.	-8	-1	-3
CN1C(=S)SC(/[N+]([O-])=C\c2cccs2)C1(C)C (stereo not drawn)	9[fluorescence artefact?]	110[fluorescence artefact?]	1	29	-5	4[fluorescence artefact?]	-12	-1	-4
COc1ccc(C2CC(c3ccc(Br)cc3)Nc3nc(N)nn32)cc1 (stereo not drawn)	-4[fluorescence artefact?]	84	10	-12	5	3	-2	4	-6
O=C(NC1CCSC1=O)c1ccccc1 (stereo not drawn)	-6	140	7	.	-1	4	-9	.	16
CC(=O)Nc1ccc(NC(=O)C(C)Oc2ccccc2F)cc1 (stereo not drawn)	-5[fluorescence artefact?]	96	4	.	-3	-15	-16	.	-16
Cc1ccc(-c2nc(CS(=O)(=O)CC(=O)NCCCN3CCN(C)CC3)c(C)o2)cc1	6	136	0	5	5	-1	28	-2	-10
CCOC(=O)c1[nH]c(C)c(C(=O)OCCN2C(=O)c3ccccc3C2=O)c1C	20[fluorescence artefact?]	132[fluorescence artefact?]	-1	45	2	34	-5	-1	4
Cc1nc2nc[nH]n2c(=O)c1NC(=O)c1c(-c2ccccc2Cl)noc1C	-13	101	.	-10	.	-4	.	-2	.
COc1ccccc1C1C(C(N)=O)=C(C)Nc2nc(-c3ccccc3Cl)nn21 (stereo not drawn)	-12	128	1	5	-3	-2	-3	-2	13
CCCc1cc(=O)[nH]c(-n2[nH]c3c(c2=O)CCCC3)n1	.	.	69*	.	-1	.	-5	.	26
COc1ccccc1NC(=O)CSc1nc2ccccc2n1C(C)=O	5[fluorescence artefact?]	88	3	-4	1	3	-11	0	13
CN(CCCNC(=O)c1cn(C)c2ccc(S(=O)(=O)N(C)C)cc2c1=O)c1ccccc1	-5	111	6	11	-2	-3	4	4	28
Cc1ccc(Nc2cc(=O)n(C3CCCCC3)c(=O)[nH]2)cc1C	16	96	6	.	17	38	-12	.	15
Cc1csc(NC(=O)c2nc3nccc(C)n3n2)n1	33	122	4	-11	-3	-1	-6	0	10
CN1CCN(C(=O)CCNC(=O)Cn2ccc3ccccc3c2=O)CC1	3[fluorescence artefact?]	113	4	-29	0	6[fluorescence artefact?]	-6	0	-15
CN(C)S(=O)(=O)c1ccc(N2CCOCC2)nc1	-10	112	2	1	-1	-4	-10	1	-5
COc1ccc(O)c(/C=N/Nc2nc(Nc3ccccc3)nc(-n3nc(C)cc3C)n2)c1	.	.	-6	-5	0	.	-13	-8	-19
CCN(CC)CCNCc1ccc(-c2ccc(Cl)cc2)o1	4[fluorescence artefact?]	122	.	3	.	1	.	-8	.
CC(C)(C)CC(=O)Nc1nnc(-c2cccs2)s1	0[fluorescence artefact?]	125	6	-8	-4	14[fluorescence artefact?]	-14	20	-9
O=c1cc(C(Cl)(Cl)Cl)oc2c1ccc1ccccc12	.	.	8	4	2	.	-1	-2	-7
Cc1nn(Cc2ccc(Cl)cc2Cl)c(C)c1NC(=O)C1C2CCC(O2)C1C(=O)O (stereo not drawn)	0[fluorescence artefact?]	98	3	.	2	-14	-15	.	-12

(further entries)
molecule	ERb coact inh	ERa coact pot	HIV Rev-RRE inh	Mac1 fbg inh	FAK inh	ERa coact inh	PLK1 kinase inh	Mac1 fbg enh	PLK1 PBD inh
COc1ccc2c(c1)C(=O)N(c1ccc(C)cc1)C(=O)C2	1[fluorescence artefact?]	118[fluorescence artefact?]	6	17	3	4	-8	-7	-13
CCC(C)n1cnc2c(c1=O)c1nc3ccccc3nc1n2-c1ccc2c(c1)OCCO2 (stereo not drawn)	10	246*	3	2	21*	30[fluorescence artefact?]	-7	16	-39
O=C1c2ccccc2C(=O)N1CCCOCc1c[nH]c(=O)[nH]c1=O	-9[fluorescence artefact?]	118	.	1	.	0	.	0	.
O=C(c1cc(-c2cccs2)on1)N1CCN(C(c2ccccc2)c2ccccc2)CC1	-2	108	13	-8	-2	-2	12	1	-2
O=C(NC(=S)Nc1ccc(N2CCCCC2)c(Cl)c1)c1ccc2c(c1)OCCO2	.	.	-2	32	4	.	-13	-9	-11
NC(=O)CCCC1=NS(=O)(=O)c2ccccc2N1	3[fluorescence artefact?]	102	0	-1	3	8	-8	1	26
CCOC(=O)Nc1ccc2c(c1)N(C(=O)CCN1CCN(CCO)CC1)c1ccccc1S2	-8	102	14	.	4	-2	-3	.	-5
COc1ccccc1OCC(=O)Nc1cccc(C(=O)N2CCOCC2)c1	-26	93[fluorescence artefact?]	7	-4	0	-33	-20	1	6
O=c1[nH]cnc2c1sc(=S)n2-c1ccccc1	-9	108[fluorescence artefact?]	11	-3	-1	2	12	1	-12
O=C(NNC(=S)NC(=O)c1ccccc1[N+](=O)[O-])c1ccccc1[N+](=O)[O-]	.	.	1	4	-1	.	-7	-2	-16
Cc1ccc2nc(-c3ccccc3)nc(SC(C)C(=O)NCc3cccs3)c2c1 (stereo not drawn)	.	.	2	-11	-1	.	-6	22	25
CS(=O)(=O)N(CC(=O)NCCSCc1cccc(Cl)c1)c1ccc2c(c1)OCO2	-14[fluorescence artefact?]	104	14	-7	0	-26	-12	3	-17
CN(c1ccc(OCC(=O)NC2CCCC2)cc1)S(=O)(=O)c1cccs1	.	.	7	20	1	.	-10	-2	12
COc1ccccc1OCCCc1c(C)n[nH]c1C	14	80	3	6	-3	6	-3	-6	24
CCc1cc2c(=O)[nH]c(Cc3ccc(Cl)cc3)nc2s1	.	.	7	-5	1	.	-20	7	-11
CCN(C(=O)c1cn(CC)c(=O)c2cc(OC)c(OC)cc12)c1ccccc1C	1[fluorescence artefact?]	112	-5	2	2	2[fluorescence artefact?]	-11	-6	10
CCCN1C(=O)C(NC(C)=O)c2ccccc21 (stereo not drawn)	-6	92	4	-10	2	-1	-3	-4	14
COc1ccc(OCCC(=O)NCc2ccccc2)cc1	-2	95	7	-29	1	-1[fluorescence artefact?]	-6	-2	12
COCCNS(=O)(=O)c1ccc(SC)cc1	-12	98	1	-18	-4	-4	-8	-1	10
COc1cccc(/C=N/NC(=O)c2nc(-c3ccccc3)cc(-c3ccccc3)n2)c1	.	.	1	.	1	.	-6	.	4
Cc1ccc(NC(=O)CCc2c(C)nc3ncnn3c2C)nc1	4	116	6	.	-2	-7	-2	.	7
Cn1c(Cc2csc(N)n2)nnc1SC/C=C/c1ccccc1	-4	112	6	-2	0	-7	-9	-5	-11
CCOC(=O)Cc1cc(=O)[nH]c(Nc2nc3ccccc3o2)n1	3	102[fluorescence artefact?]	12	-11	-3	-6	-7	3	28
O=C(NCCc1cccs1)C1CC(c2ccccc2[N+](=O)[O-])=NO1 (stereo not drawn)	.	.	4	-7	-1	.	-4	-4	1
Cc1ccc(SC(C)C(=O)NCC(C)C)cc1 (stereo not drawn)	3	105	2	-4	0	-3	-13	-3	6

One compound at a time, as listed above. Order of screens: ERb coact inh	ERa coact pot	HIV Rev-RRE inh	Mac1 fbg inh	FAK inh	ERa coact inh	PLK1 kinase inh	Mac1 fbg enh	PLK1 PBD inh
Cn1c(Cc2csc(N)n2)nnc1SC/C=C/c1ccccc1 as listed: -4	112	6	-2	0	-7	-9	-5	-11
Cc1ccc(SC(C)C(=O)NCC(C)C)cc1 (stereo not drawn) as listed: 3	105	2	-4	0	-3	-13	-3	6

Further records
molecule	ERb coact inh	ERa coact pot	HIV Rev-RRE inh	Mac1 fbg inh	FAK inh	ERa coact inh	PLK1 kinase inh	Mac1 fbg enh	PLK1 PBD inh
CC1CCCC(C)N1C(=O)COC(=O)c1ccc2c(c1)OCO2 (stereo not drawn)	11	107	2	-2	-3	16	5	-3	22
Cc1nc(S/C(=C/c2ccc(-c3ccc(Cl)cc3)o2)C(=O)O)n[nH]1	.	.	18	-3	7	.	-13	17	-16
O=C(CN(Cc1ccc2c(c1)OCO2)C(=O)c1cnsn1)NC1CCCC1	10	101	2	-4	-3	8	-11	-2	7
COc1cccc(C(=O)Nc2ccc(NC(=O)C(C)C)nc2)c1	4	103	1	16	-1	3[fluorescence artefact?]	-4	-2	-7
Cc1ccc(C2C(C#N)=C(N)Oc3n[nH]c(-c4ccccc4)c32)o1 (stereo not drawn)	-11	85	6	11	2	5	-2	-2	9
CCOC(=O)C(C)n1cnc2c(nnn2Cc2ccc(Cl)cc2)c1=O (stereo not drawn)	0[fluorescence artefact?]	116	-3	-18	-2	4[fluorescence artefact?]	-10	4	-4
COC(=O)c1nc2n(n1)C(c1cccc(Cl)c1)C1=C(CCCC1=O)N2 (stereo not drawn)	-14	95	3	-4	3	-3	-2	2	21
Nc1nc(-c2ccc3c(c2)NC(=O)CO3)cs1	.	.	11	11	3	.	-1	-2	-15
Cn1c(SCC(=O)c2cccs2)nnc1-c1ccco1	10[fluorescence artefact?]	70	9	3	6	49[fluorescence artefact?]	-1	-1	0
O=C(CSC1=Nc2ccccc2C2=NC(Cc3c[nH]c4ccccc34)C(=O)N12)NC1CCCCC1 (stereo not drawn)	1	86	9	0	0	3	4	1	-10
CC(CC(=O)N1CCc2ccccc21)c1ccccc1 (stereo not drawn)	0	89	-1	10	2	0	-3	-1	2
C=CCNc1nc(Cl)nc(Nc2ccc(OC)cc2)n1	.	.	2	.	1	.	-7	.	-5
Cc1c(C(=O)Nc2cnccn2)oc2ccccc12	5	93[fluorescence artefact?]	4	.	1	3	-2	.	29
CCCSc1nnc(C(C)C)n1N	-7	92	2	58	2	4	-6	-3	-15
CCCCCc1nnc(N)s1	12	95	10	-4	-3	-1	-4	-2	5
O=C(O)c1ccc(S(=O)(=O)Nc2ccc(F)c(Cl)c2)cc1	4	120	2	2	-6	1	-13	-3	12
COC(=O)CNC(=O)CNC(=O)c1nn(-c2ccc(OC)c(Cl)c2)c(=O)c2ccccc12	.	.	4	.	3	.	-11	.	-20
Cc1nc(C)c(C(=O)OCC(=O)N2CCN(c3ccccc3)CC2)s1	4	89	-1	43	-2	-13	-11	0	8
O=C(CSc1nnc(-c2ccco2)o1)NC(=O)Cc1ccccc1	26[fluorescence artefact?]	80	8	-9	-4	16	-19	-3	19
Cc1ccccc1Nc1nnc(C)c(=O)n1N	.	.	12	18	-1	.	1	-2	14
COc1ccc(N2C(=O)CCC(C(=O)NCc3ccccn3)C2c2ccc(F)cc2)cc1 (stereo not drawn)	-3	96	1	-28	-1	3	2	-4	14
